Bioassay records deposited in PubChem by National Center for Advancing Translational Sciences (NCATS).
ALDH1A1 block: ALDH1A1 (human) enzyme inhibition; P00352; Purified ALDH1A1, NADH fluorescence, propionaldehyde substrate; Potency, µM (series often up to 75.3 µM), for the others: at the highest dose activity, negative = inhibition, actives largely listed as inhibitors; actives 7.3% (n = 220,000); AID 1030; active means well fitted inhibition curve with a large enough effect, not every such curve was filed as active; inconclusive means small, poorly fitted or top-dose-only effect, or another doubt; inactive means no such curve, though single readings can be large or run the other way;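 further: plate controls were no enzyme wells and a reference inhibitor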
JMJD2E inh: JMJD2E (human) inhibition; B2RXH2; JMJD2E catalytic domain, FDH-coupled NADH fluorescence (FDH is formaldehyde dehydrogenase); Potency, µM (series often up to 57.1 µM), without a hit: top-dose activity change, negative = inhibition, hits mostly inhibitors; actives 1.6% (n = 230,000); AID 2147; active means well fitted inhibition curve with a large enough effect, not every such curve was filed as active; inconclusive means small, poorly fitted or top-dose-only effect, or another doubt; inactive means no such curve, though single readings can be large or run the other way;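 further: 0% = wells with enzyme and -100% = buffer wells without enzyme; nearly all actives have a fitted effect of over 50% in size; many of its hits are not listed in these tables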
TR SRC2 fluor cs: Texas Red fluorescence interference in TRb-SRC2 counter-screen; TRb/SRC2 Texas Red total fluorescence interference; Potency, µM (top dose mostly 106 µM), inactives show at the highest dose fluorescence change, negative = quenching; actives 0.29% (n = 280,000); AID 1479; active means well fitted curve in either direction with a large enough effect; inconclusive means small, poorly fitted or top-dose-only effect; further: on the % scale 0 is the no-effect control and ±100 the full control effect
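Flags fluorescent or light-absorbing compounds by total fluorescence, S + 2P, at 555 nm excitation and 632 nm emission. Mixture: 20 nM Texas Red SRC2 peptide, 0.6 uM human TRb LBD, 1 uM T3, 5% DMSO; compound exposure 5 h at ambient temperature.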
TRb-SRC2 inh: inhibitors of human thyroid hormone receptor beta-SRC2 interaction. P10828. TRbeta-SRC2 peptide binding, fluorescence polarization; receptor liganded with 1 µM T3. Potency, µM (highest dose often 106 µM), for the others: top-dose activity change, negative = inhibition, most hits filed as inhibitors. actives 0.065% (n = 280,000);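 further: plate controls were bound peptide for no effect and peptide without receptor for full effect; nearly all actives have a fitted effect of over 50% in size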
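Fluorescence polarization of 20 nM Texas Red SRC2 peptide (20-aa NR interaction domain) bound to 0.6 uM human TRb ligand-binding domain, with 1 uM T3, after 5 hr at ambient temperature; inhibition seen as decreased polarization.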
LMNA splice mod: changes lamin A minigene splicing in HeLa cells. HeLa LMNA splicing GFP/RFP minigene ratio, 48 h. Potency, µM (doses to about 46.1 µM), without a hit: at the top dose ratio change, negative = inhibition, actives largely listed as inhibitors. actives 0.01% (n = 200,000). AID 1487; active means well fitted inhibition curve with a large enough effect in the signal ratio, with a control signal flat, not every such curve was filed as active; inconclusive means small, poorly fitted or top-dose-only effect, or effect the other way, or a change in a side signal; the % refers to the signal ratio; further: on the % scale 0 is the no-effect control and ±100 the full control effect
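Read-out is the ratio of GFP to DsRed2 object intensity, acquired by 488 nm laser-scanning cytometry on HeLa lamin A-EGFP minigene reporter cells. Compound incubation 48 hrs at 37 °C in Opti-MEM with 2% FBS; DMSO 0.5% final.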
RECQ1 inh: inhibitors of human RECQ1 DNA helicase. Potency, µM (titrated, usually from 57.3 µM), for inactives: top-dose activity, negative = inhibition, usual class: inhibitors. actives 0.54% (n = 240,000). P46063. RECQ1 DNA unwinding, red fluorescence kinetic read;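 further: plate controls were vehicle for no effect and no enzyme for full effect; nearly all actives have a fitted effect of over 30% in size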
Target sequence (P46063 whole entry, looked up): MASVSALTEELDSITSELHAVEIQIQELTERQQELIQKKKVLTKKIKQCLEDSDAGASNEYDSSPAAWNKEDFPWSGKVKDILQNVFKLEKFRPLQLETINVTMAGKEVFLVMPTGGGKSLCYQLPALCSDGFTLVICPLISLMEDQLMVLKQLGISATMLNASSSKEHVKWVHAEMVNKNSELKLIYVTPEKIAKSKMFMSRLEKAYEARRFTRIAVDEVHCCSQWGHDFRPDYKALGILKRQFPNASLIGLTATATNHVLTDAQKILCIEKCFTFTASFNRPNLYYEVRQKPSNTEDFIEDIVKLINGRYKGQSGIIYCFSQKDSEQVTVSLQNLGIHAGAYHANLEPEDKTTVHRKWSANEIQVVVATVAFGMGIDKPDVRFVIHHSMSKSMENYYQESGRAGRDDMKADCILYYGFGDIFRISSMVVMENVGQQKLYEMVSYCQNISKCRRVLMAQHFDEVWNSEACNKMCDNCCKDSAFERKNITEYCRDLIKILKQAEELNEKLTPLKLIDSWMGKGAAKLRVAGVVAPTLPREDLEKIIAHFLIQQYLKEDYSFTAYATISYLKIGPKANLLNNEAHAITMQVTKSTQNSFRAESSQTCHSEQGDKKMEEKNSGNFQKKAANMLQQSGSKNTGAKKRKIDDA
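RECQ1T1 50 nM; forked duplex (20 bp + 30-nt ss tails) 200 nM, ATP 2 mM final; pH 8.0, 2 mM MgCl2, 2.5 ug/ml poly(dI-dC); 15 min compound preincubation; discontinuous kinetic read over 2 h at RT.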
SMN2 splice enh: enhancers of SMN2 splice variant expression; Potency, µM (top dose mostly 46.1 µM), without a hit: at the highest dose activity change, positive = activation, most hits filed as activators; HEK293 SMN2-luciferase splicing reporter, luminescence, 30-36 h; actives 2.8% (n = 210,000); AID 1458; further: % of control where 0% means no effect; nearly all actives have a fitted effect of over 55% in size
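HEK293 cells carry an SMN2 minigene-luciferase reporter in which exon 7 inclusion puts luciferase in frame. Cells were seeded at 2000 cells/well, attached for 10-12 hours, then exposed to compounds for 30-36 hours at 37C before ONE-Glo luminescence.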
GoLoco inh red: blocks human Gai1 binding to RGS12 GoLoco peptide, red readout | P63096 | Gai1:RGS12 GoLoco peptide FP, rhodamine, 10 min | Potency, µM (doses to about 61.6 µM), for the others: at the highest dose activity, negative = inhibition, most hits filed as inhibitors | actives 0.44% (n = 230,000) | AID 880; active means well fitted inhibition curve with a large enough effect, not every such curve was filed as active; inactive means no such curve, though single readings can be large or run the other way; further: on the % scale 0 is the no-effect control and ±100 the full control effect; nearly all actives have a fitted effect of over 30% in size; many of its hits are not listed in these tables
Target sequence (P63096 whole entry, looked up): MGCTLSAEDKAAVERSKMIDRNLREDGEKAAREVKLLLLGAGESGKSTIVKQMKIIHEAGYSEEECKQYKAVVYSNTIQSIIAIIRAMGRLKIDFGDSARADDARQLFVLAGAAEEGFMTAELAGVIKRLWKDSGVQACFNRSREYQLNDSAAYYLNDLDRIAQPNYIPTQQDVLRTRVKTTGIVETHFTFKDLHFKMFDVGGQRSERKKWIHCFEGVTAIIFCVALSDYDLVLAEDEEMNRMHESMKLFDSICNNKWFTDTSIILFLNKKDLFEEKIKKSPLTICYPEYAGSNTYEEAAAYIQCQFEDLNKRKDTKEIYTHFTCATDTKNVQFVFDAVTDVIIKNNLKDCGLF
* = called active by the depositor; i = inactive; ? = inconclusive; / = no result given; & = joins results of further samples; [ ] = dose if it differs, or a comment. Unless noted, the call rests on the fitted dose curve; in most records, active means well fitted curve in the direction sought with a large enough effect; inconclusive means small, poorly fitted or top-dose-only effect, or another doubt; inactive means no such curve, though single readings can be large; an effect the other way counts as inactive or inconclusive. Potency means the concentration at half of the fitted maximal effect. An excerpt; rates above refer to the full screens.

Structure	ALDH1A1 block	JMJD2E inh	TR SRC2 fluor cs	TRb-SRC2 inh	LMNA splice mod	RECQ1 inh	SMN2 splice enh	GoLoco inh red
C=CCOC(=O)C1=C(C)OC(N)=C(C#N)C1c1ccc(OC)c(CSc2ccccn2)c1 (configuration not stated)	-8%	-4%	6%	1%	-12%	-14%	1%	4%
CC1(C)C2CCC1(C)C(OC(=O)c1ccccc1C(=O)O)C2 (configuration not stated)	/	-23%	0%	0%	/	i	/	12%
Cc1cc(=O)oc2cc(OCCSc3nnc(-c4ccccc4)o3)ccc12	?	8%	1%	4%	?	-6%	-22%	-4%
CCCc1nnc(NC(=O)CCC(=O)N2CCN(S(=O)(=O)c3ccc(C)cc3)CC2)s1	/	6%	0%	8%	/	1%	/	-14%
CCc1c2c(nc3cccc(OC)c13)OC(CC)C2 (configuration not stated)	?	?	3%	4%	/	9%	2%	6%
COc1ccc(/C=C(/NC(=O)c2ccccc2)c2nc3ccc(Cl)cc3[nH]2)cc1OC	-7%	?	2%	-2%	?	i	-25%	8%
Cc1cc(C(=O)NC(=S)Nc2cccc(NC(=O)C(C)C)c2)ccc1[N+](=O)[O-]	?	2%	0%	3%	?	-9%	-21%	-1%
Cc1ccc(C(=O)c2coc3c2C(=O)C(=O)c2ccccc2-3)cc1	20µM*	?	2%	2%	?	5%	-14%	-3%
COCC(C)N=CC1=C(O)CC(C)(C)CC1=O (configuration not stated)	?	6%	0%	0%	3%	-3%	12%	1%
COc1ccc(N(C(=O)COc2ccc(C)cc2)S(=O)(=O)c2ccc(C)cc2)cc1	2%	-8%	1%	-9%	?	-2%	0%	11%
Cc1ccc(C)c(-n2nnnc2SCC(=O)NNC(=O)c2ccco2)c1	8.9µM*	10%	-1%[53 µM]	6%[53 µM]	-4%[46 µM]	15%	/	17%
COc1ccc2ncc(OC(C)=O)cc2c1	?	1%	-11%	-6%	-3%	4%	21%	1%
O=C(COC(=O)c1cccs1)Nc1ccccc1C(F)(F)F	8%	-6%	4%	6%	/	7%	/	15%
Cc1ccc(C(=O)C2=C(O)C(=O)N(c3ncccn3)C2c2ccc(F)cc2)o1 (configuration not stated)	/	-11%	-1%	-6%	/	-7%	/	0%
COc1ccc(/C=N/NC(=O)c2cccc(NC(=O)c3ccccc3Cl)c2)c(OC)c1	?	4%	-3%	-2%	/	-4%	-28%	1%

(further entries)
Structure	ALDH1A1 block	JMJD2E inh	TR SRC2 fluor cs	TRb-SRC2 inh	LMNA splice mod	RECQ1 inh	SMN2 splice enh	GoLoco inh red
CCC1=C(OC(=O)N(CC)CC)N2C(=O)OC(=NCCc3c[nH]c4ccccc34)[C@]2(Cc2ccccc2)[C@H]2C1=CC[C@H]1C(=O)N(CC(=O)OC)C(=O)[C@H]12	-8%	-15%&-7%	-6%&-1%	3%&-5%	/	-10%	-7%	-6%&5%
O=c1cc(CN2CCN(Cc3ccccc3)CC2)c2cc(Cl)ccc2o1	?	-1%	-3%	-19%	-3%	-10%	/	/
COc1ccccc1CNC(=S)Nc1ccc2nc(N3CCN(C)CC3)cc(C)c2c1	-18%	?	-11%	-4%	/	-8%	-23%	3%
Cc1ccc(NC(=O)CN2C(=O)N/C(=C\c3cccnc3)C2=O)cc1	3%	-6%	-5%	-7%	?	1%	2%	-1%
COc1ccc(N(CC(=O)Nc2ccccc2F)S(=O)(=O)c2ccc(C)c([N+](=O)[O-])c2)cc1	11µM*	-9%	4%	-7%	/	23%	1%	24%
O=C(c1ccccc1)N1CCn2c1nc1ccccc12	0%	6%	-2%[53 µM]	8%[53 µM]	/	i	/	6%
CNC(=O)c1c2c(nc3ccc(Br)cc13)CCCC2	-9%	-6%	1%	-2%	14%[46 µM]	-5%	-8%	8%
CCCCNC(=O)Cn1cnc2sc(C)c(S(=O)(=O)N3CCN(c4ncccn4)CC3)c2c1=O	6%	-8%	0%	2%	2%[46 µM]	-8%	-12%	10%
CCO[C@H]1OC(C(=O)N2CCN(Cc3ccc4c(c3)OCO4)CC2)=C[C@@H](c2ccccc2)[C@@H]1CCCO	-3%	12%	2%	-5%	/	-4%	/	-2%
CCCCn1nnnc1NCc1ccc(N2CCCC2)cc1	?	-9%	1%	-10%	-12%	i	-12%	-16%
CCCCCCCC/C=C\CCCCCCCC(=O)NCCCC(=O)O	10%	-5%	-1%	0%	/	1%	-1%	4%
CCOC(=O)C1(Cc2cccc(OC)c2)CCCN(Cc2ccc(NC(C)=O)cc2)C1 (configuration not stated)	13%	-2%	-1%	6%	-13%[46 µM]	i	/	9%
CC(C)c1nnc(NC(=O)COc2ccccc2[N+](=O)[O-])s1	?	0%	-3%	-1%	/	-7%	/	6%
Cc1cc(Nc2cccc(F)c2)nc(NCc2ccccc2)n1	-5%	-17%	-2%	7%	?	-3%	-39%[inhibitor]	11%
O=[N+]([O-])c1cc(/C=N\O)ccc1Oc1ccc(F)cc1	3%	1%	0%	-5%	/	i	8%	5%

Following part
Structure	ALDH1A1 block	JMJD2E inh	TR SRC2 fluor cs	TRb-SRC2 inh	LMNA splice mod	RECQ1 inh	SMN2 splice enh	GoLoco inh red
CCc1nnc(SCc2ccc(OC)c(Br)c2)n1N	28µM*	5%	4%	-16%	7%	-2%	-4%	-18%
Cc1[nH]c2ccccc2c1/C=C/c1nc2ccccc2c(=O)n1CCO	-5%	?	-3%	3%	?	11%	6%	21%
COc1ccc(C)cc1NC(=O)CSc1nnc(-c2ccc(OC)c(OC)c2)n1N	3%	1%	-5%	-3%	-5%	i	-10%	-11%
Cc1ccc(C(=O)NCC(=O)OCC(=O)c2c(N)n(C)c(=O)n(C)c2=O)s1	19%	2%	-2%	-6%	0%	-20%	-1%	8%
CS(=O)(=O)N1CCc2ccccc2C1	4%	2%	-2%	2%	-7%	-5%	-4%	-16%
CC(C)c1ccc(NC(=O)NC2CCCCC2)cc1	-1%	-1%	1%	-15%	?	-4%	11µM*	5%
COc1ccc(/C=C/C(=O)OCC(=O)c2c(N)n(C)c(=O)n(C)c2=O)cc1	4%	1%	1%	4%	-4%	i	-8%	4%
NS(=O)(=O)c1cccc(NC(=O)COC(=O)Cc2ccc(Cl)cc2)c1	10%	8%	2%	0%	17%[46 µM]	0%	3%	3%
COc1ccc(N2C(=O)C(=O)/C(=C(/O)c3ccc(C)cc3)C2c2cccnc2)cc1 (configuration not stated)	7.9µM*	3%	1%	1%	-11%	-14%	21%	-2%
O=C(Cn1ncc(Cl)c(Cl)c1=O)N1CCN(S(=O)(=O)c2ccc3ccccc3c2)CC1	20µM*	6%	1%	-2%	?	0%	/	/
COc1ccc(OC(=O)C2CC(=O)N(c3ccc(C)cc3)C2)cc1 (configuration not stated)	6%	-6%	-3%	4%	-14%[46 µM]	-5%	/	13%
CCNC(=O)COC(=O)c1ccc(-c2nc3ccccc3s2)s1	?	?	-2%	-3%	-11%[46 µM]	0%	13µM*	4%
O=C(c1ccc(Cl)nc1)N1CCc2ccccc2C1	-1%	1%	-1%	-3%	4%	-7%	-26%	6%
Cc1ccc(S(=O)(=O)CC2CSc3nnc(C)c(=O)n32)cc1 (configuration not stated)	?	1%	0%	3%	-6%	6%	-11%	3%
Cc1ccc(NC(=O)c2c(-c3ccccc3)noc2C)nc1	-16%	3%	1%	-4%	-6%	-5%	1%	14%

Other records follow.
Structure	ALDH1A1 block	JMJD2E inh	TR SRC2 fluor cs	TRb-SRC2 inh	LMNA splice mod	RECQ1 inh	SMN2 splice enh	GoLoco inh red
OCCCNC(=S)Nc1ccc2nccnc2c1	3%	?	-1%	-7%	?	-6%	/	6%
COc1ccc(NCC(=O)Nc2ccc(Cl)cc2C)c(OC)c1	4.5µM*	?	-6%	-5%	-2%	15%	1%	30%[activator]
O=C(CSC1=Nc2ccccc2C2=NC(CC(=O)NCc3ccco3)C(=O)N12)NCC1CCCO1 (configuration not stated)	?	?	2%	5%	14%	14%	-6%	2%
COCCNC(=O)CN(C(=O)CCC(=O)Nc1ccccn1)c1ccc(F)cc1	-8%	-1%	-1%	-4%	-2%	0%	5%	11%
O=C1CC(N2CCN(c3nc4ccccc4s3)CC2)C(=O)N1c1ccc(F)cc1 (configuration not stated)	2%	1%	1%	-3%	-6%	4%	12%	-6%
CCCCn1cnc2c1c(=O)n(C)c(=O)n2C	2%	8%	-5%	1%	-12%	-3%	0%	-2%
N#CC1(Cc2ccc([N+](=O)[O-])cc2)c2ccccc2C=CN1C(=O)c1ccccc1 (configuration not stated)	?	6%	-6%	0%	12%	-13%	-21%	4%
Cc1nc([N+](=O)[O-])c(N2CCN(C)CC2)n1Cc1ccccc1	3%	-1%	-1%	6%	-3%	-2%	7%	-3%
COc1cccc(C(=O)NCc2cccnc2)c1	2%	-13%	-9%	-2%	-6%	-10%	17%	9%
CCC(C)(C(=O)NC1CCCC1)N(C(=O)CC1NC(=O)NC1=O)c1ccc(C)cc1 (configuration not stated)	16%	0%	-3%	-6%	-5%	-1%	9%	9%
Cc1c(C(=O)NCCc2ccc3c(c2)OCCO3)oc2ccccc12	-2%	-7%	-2%	-6%	?	-19%	-13%	-2%
